High-throughput results (PubChem)
M17LAP inhibition: P. falciparum M17LAP inhibitors, primary screen, biochemical, fluorogenic H-Leu-NHMec substrate, 1536-well (AID 1619); Leucine aminopeptidase (Plasmodium falciparum (isolate 3D7)); recombinant M17LAP, H-Leu-NHMec fluorogenic kinetic assay; higher % means a stronger effect; one-dose inhibition, % at 30 µM; IC50 in µM for titrated hits; 220,000 tested, 0.38% active;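 active means compound inhibiting the enzyme by more than half at any dose during confirmatory dose-response retesting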;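 further: plate controls were full reaction with DMSO carrier for no effect and no enzyme background for full effect; strong numbers were not always called active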
NOD1 inhibition: NOD1 signaling inhibitors, primary screen, cell-based, luminescence, uHTS (AID 1578); NOD1-driven NF-kB luciferase reporter cells, luminescence; higher % means a stronger effect; one-dose inhibition, % at 4 µM; EC50 in µM for titrated hits; 290,000 tested, 1% active; in the data active means inhibition mostly above about 36%, no sharp cut-off; inactive means mostly below about 34%;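 further: HEK-293T reporter cells stimulated with the NOD1 agonist gamma-tri-DAP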
GPR55 activation: GPR55 agonists via beta-arrestin recruitment, primary screen, imaging, U2OS cells, beta-arrestin-GFP redistribution (AID 1961). U2OS GPR55 beta-arrestin-GFP redistribution imaging; higher % means a stronger effect. one-dose activation, % at 10 µM; EC50 in µM for titrated hits. 290,000 tested, 0.048% active;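 active means activation above 40% with more than 50 cells counted in the well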;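 further: U2OS osteosarcoma cells stably expressing GPR55 and beta-arrestin-GFP; plate controls were DMSO negative control for no effect and LPI positive control for full effect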
Dynein cargo inh: inhibitors of GR-EGFP nuclear translocation, primary screen, dynein cargo transport inhibitor project, imaging, high-content, 3617.4 mouse cells; z-score, hits read low; 220,000 tested, 0.47% active; test concentration mostly 20 µM; stimulated with dexamethasone, 1 µM; stronger effect = lower value;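 active means plate z-score of nuclear minus cytoplasmic receptor signal below a set negative limit, without overly bright fluorescence or cell loss, cut at about -3.5 in these data, passing the limit was not always enough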;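 further: z-score of nuclear minus cytoplasmic ring GR-EGFP intensity difference per well; some compounds called inactive have numbers as strong as hits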
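Buffer or medium – tet-free medium with charcoal-stripped serum · Signal – automated 10x imaging of fixed Hoechst-stained cells · Also added – dexamethasone agonist, 1.0 µM final, for 30 min · Incubation – induction 48 h, compound 1 h, agonist 30 min · Read-out – GR-EGFP nuclear translocation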
KOR beta-arrestin-1: KOR agonists, beta-arrestin recruitment, primary screen, cell-based, luminescence, uHTS (AID 1777); activation, % at 10 µM; hits with a dose series show EC50 in µM; KOR beta-arrestin recruitment, luminescence; higher % means a stronger effect; 280,000 tested, 0.02% active; Kappa-type opioid receptor (Homo sapiens); in the data active means activation above about 50%, passing the limit was not always enough; further: a part of the inactive calls stands beside numbers as strong as those of hits
P. falciparum M1AAP: P. falciparum M1AAP inhibitors, biochemical, fluorogenic H-Leu-NHMec substrate, 1536-well (AID 1445); Aminopeptidase N (Plasmodium falciparum (isolate 3D7)); recombinant M1AAP, H-Leu-NHMec fluorogenic kinetic assay; higher % means a stronger effect; inhibition, % at 30 µM; hits with a dose series show IC50 in µM; 220,000 tested, 0.42% active;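 active means primary inhibition above the hit cutoff, then over 50% inhibition at one or more dose response concentrations, cut at about 23% in these data, passing the limit was not always enough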;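 further: plate controls were DMSO full reaction for no effect and no enzyme background for full effect; strong numbers were not always called active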
KOR beta-arrestin-2: KOR antagonists, beta-arrestin recruitment, cell-based, luminescence, uHTS (AID 1778). Kappa-type opioid receptor (Homo sapiens). KOR beta-arrestin recruitment, luminescence, antagonist mode; higher % means a stronger effect. one-dose inhibition, % at 10 µM; IC50 in µM for titrated hits. 290,000 tested, 0.091% active; further: strong numbers were not always called active
HEK293 NOD2/NF-kB: NOD2 signaling inhibitors, cell-based, luminescence, uHTS, HEK293 (AID 1566). 290,000 tested, 0.63% active. inhibition, % at 4 µM, or EC50 in µM where a hit was titrated. HEK293 NOD2/NF-kB luciferase reporter, luminescence; higher % means a stronger effect; further: many of its hits are not listed in these tables
AID2073: inhibitors of Mint1-CaV2.2 protein interaction, biochemical, HTRF (AID 2073); 290,000 tested, 0.19% active; Voltage-dependent N-type calcium channel subunit alpha-1B (Homo sapiens); HTRF protein-protein interaction, Mint1-CaV2.2; higher % means a stronger effect; inhibition, % at 20 µM, or IC50 in µM where a hit was titrated; in the data active means inhibition mostly above about 51%, no sharp cut-off; further: some results filed as inactive read as strong as hits
Dynein cargo inh cytoplasmic EGFP: recorded beside Dynein cargo inh, whose call it bears; z-score; measured here: cytoplasmic GR-EGFP intensity; stronger effect = higher value
Dynein cargo inh nuclear GR-EGFP: recorded beside Dynein cargo inh, whose call it bears; z-score; measured here: nuclear GR-EGFP intensity;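 lower value marks the stronger effect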
Dynein cargo inh cell count: also measured in Dynein cargo inh; calls as there; z-score; measured here: cell count per field
* = called active by the depositor; nt = no result given; [ ] = dose if it differs, or a comment. Unless noted, no stated cut-off is given here; in the data, active means inhibition above about 50%; inactive means the rest. Not all compounds are listed. The share of hits here may be higher or lower than overall.

SMILES | M17LAP inhibition | NOD1 inhibition | GPR55 activation | Dynein cargo inh | Dynein cargo inh cytoplasmic EGFP | Dynein cargo inh nuclear GR-EGFP | Dynein cargo inh cell count | KOR beta-arrestin-1 | P. falciparum M1AAP | KOR beta-arrestin-2 | HEK293 NOD2/NF-kB | AID2073
COc1ccc(CNC(=O)C2Cc3cc(S(=O)(=O)N4CCCC4)ccc3N2C(C)=O)c(OC)c1 (stereo not drawn) | nt | -20.6% | 0.0% | nt | nt | nt | nt | -5.6% | nt | 1.8% | 17.0% | 6.0%
N#Cc1ccc(S(=O)(=O)NCC(=O)OCC(=O)NCCc2ccccc2)cc1 | nt | -14.2% | 0.0% | nt | nt | nt | nt | 8.9% | nt | 10.6% | 3.4% | 3.5%
COc1ccc(N2CC(C(=O)OCC(=O)c3ccc(C)cc3)CC2=O)cc1 (stereo not drawn) | 2.0% | -17.3% | 0.2% | 1.86 | -0.106 | 1.46 | -1.62 | nt | 14.1% | -11.2%[20 µM] | 4.1% | -2.7%
COC(=O)c1cccc(NC(=O)c2cccnc2)c1 | -0.2% | -14.0% | -0.1% | -0.463 | -0.195 | -0.114 | 0.677 | -1.0% | -0.7% | -5.9% | 7.7% | 7.6%
COc1ccccc1-c1noc(CCCC(=O)Nc2ccc(C(N)=O)cc2)n1 | 1.5% | -3.9% | -0.3% | -0.669 | -0.221 | -0.385 | 1.26 | 6.5% | 2.5% | -50.2% | -34.3% | 11.8%
O=Nc1c(-c2cccc([N+](=O)[O-])c2)nc2ncccn12 | 1.1% | 7.5% | -0.3% | -0.525 | -0.14 | -0.633 | 0.38 | 6.9% | 6.2% | -9.0% | -14.4% | -55.2%
COc1cc2nc(CN(C)Cc3ccc(C(C)(C)C)cc3)[nH]c(=O)c2cc1OC | -2.0% | -29.7% | -0.6% | 3.13 | -0.0383 | 2.46 | -1.81 | -3.4% | 11.5% | -20.5% | 10.2% | 1.5%
Cc1cc(=O)oc2cc(OCC3CC(c4ccc(Br)cc4)=NO3)ccc12 (stereo not drawn) | 5.0% | 10.8% | -0.1% | 0.256 | -0.233 | -0.724 | 0.202 | -2.2% | 3.3% | 7.2% | 8.0% | 11.0%
CCC(C)(C)NC(=O)C(c1cccn1C)N(Cc1ccc(OC)cc1)C(=O)Cn1nnc2ccccc21 (stereo not drawn) | 13.8% | -21.0% | -0.3% | 0.486 | -0.235 | 0.148 | -0.213 | 2.4% | 0.8% | -4.3% | -0.7% | 11.1%
CCOC(=O)Cc1csc(NC(=O)Cc2cccs2)n1 | 12.8% | -2.0% | -0.2% | 2.05 | 0.0284 | 1.47 | -2.08 | 7.1% | 1.2% | 14.3% | -14.0% | 5.9%
COC(c1ccccc1)(c1ccccc1)C(Oc1nccc(C)n1)C(=O)O (stereo not drawn) | nt | -29.0% | 0.2% | nt | nt | nt | nt | 4.6% | nt | -37.1%[20 µM] | -1.7% | -6.1%
CCCC(=O)Nc1ccc(Cl)c(NC(=O)C(C)(C)C)c1 | -10.6% | -11.1% | -0.1% | -0.518 | -0.223 | 0.232 | -1.03 | 5.5% | -3.1% | -1.5% | 1.3% | -2.4%
CSc1ccc(NC(=O)Nc2cccn(Cc3ccccc3F)c2=O)cc1 | -9.8% | 89.6%* | 0.1% | -0.427 | -0.234 | -0.528 | 0.535 | nt | 4.9% | -14.2%[20 µM] | 23.1% | 2.9%
Cc1cc(=O)oc2cc(OCC(=O)N3CCN(c4ccccc4)CC3)c(Cl)cc12 | nt | -31.1% | 0.2% | nt | nt | nt | nt | -5.9% | nt | -33.4% | 11.6% | 9.0%
CC(C)(C)c1nnc(NC(=O)c2cc(-c3ccccc3)nc3ccccc23)s1 | 0.5% | 30.7% | 0.2% | -0.165 | -0.262 | -0.49 | 1 | -3.2% | 4.0% | -39.3% | 2.3% | -26.2%
COc1cc(CN(C(=S)NCC(=O)O)C2CCCC2)cc(OC)c1OC | -8.4% | -6.4% | 0.9% | 1.84 | -0.106 | 1.29 | -1.18 | 2.3% | 8.0% | -22.3% | 7.8% | -4.4%
COc1ccc2[nH]c(C)c(CCNC(=S)Nc3cc(C)ccc3C)c2c1 | 4.2% | -11.8% | -0.2% | -0.0276 | -0.25 | 0.899 | -0.703 | 0.3% | 3.7% | 11.7% | 8.1% | -10.9%
CCOC(=O)C(Cc1c(F)cccc1Cl)c1ccnc2nc(N)nn12 (stereo not drawn) | -2.1% | -43.6% | 0.3% | -1.14 | -0.321 | -0.00412 | 1.27 | 1.9% | 2.8% | -5.3% | -2.8% | 2.9%
Cc1cccc(OC(=O)NCCOC(=O)N(O)c2ccc(Cl)cc2)c1 | 9.2% | -29.7% | -0.3% | -0.198 | -0.197 | 0.202 | 1.24 | 0.3% | 4.1% | -4.9% | 3.4% | 14.0%
O=C(Nc1cccc([N+](=O)[O-])c1)c1ccc(N2CCCC2=O)cc1 | -2.7% | -46.1% | -0.6% | -0.0389 | -0.215 | 0.493 | -0.534 | 2.7% | 1.4% | -21.6% | 4.1% | 8.0%
S=C(NC1CCCC1)N1CCOCC1 | -6.6% | -16.1% | -0.4% | -0.439 | -0.28 | -0.1 | 0.467 | -2.0% | 1.2% | 3.2% | 10.2% | -10.1%
CCn1c(O)c(C2=c3ccccc3=NC2=O)c2cc(Br)ccc21 | 3.3% | -2.9% | -0.1% | 0.404 | 0.29 | 1.01 | -3.07 | -6.6% | -0.6% | 1.6%[20 µM] | 13.8% | 14.1%
O=C1C(NS(=O)(=O)c2cccs2)=C(N2CCOCC2)C(=O)c2ccccc21 | 5.4% | 1.9% | 0.8% | -0.378 | -0.262 | 0.451 | 0.344 | 2.5% | 3.5% | 13.5% | 27.3% | -17.7%
CC(C)c1ccc(N(CC(=O)NCCSCc2ccco2)S(C)(=O)=O)cc1 | 6.7% | -11.9% | 0.6% | 0.0128 | -0.306 | -0.497 | 0.71 | -10.7% | 0.5% | -2.9%[20 µM] | 0.8% | 7.0%
O=C(CSc1nnc(CNC(=O)c2ccccc2)o1)c1ccc(Cl)cc1 | nt | -19.8% | 0.0% | nt | nt | nt | nt | -4.2% | nt | 4.4% | 5.2% | -1.9%
Cc1cccc2nc3ccccc3nc12 | 0.0% | -32.0% | 0.1% | 0.852 | -0.335 | 0.72 | 0.0896 | -3.2% | 3.0% | 11.0% | 8.8% | 21.7%
O=C(NC(=S)Nc1ccc(S(=O)(=O)Nc2nccs2)cc1)c1ccc(F)c(F)c1 | 9.0% | -18.7% | -0.3% | 0.831 | -0.233 | 0.209 | -0.0312 | 1.7% | 1.2% | 23.5% | 6.4% | 0.3%
COc1ccc(NC(=O)CN2C(=O)c3ccccc3S2(=O)=O)cc1OC | nt | -12.0% | -0.2% | nt | nt | nt | nt | 3.3% | nt | -45.8% | 2.9% | 3.7%
Cc1nc(-c2nnc(-c3ccccc3)o2)c(C(F)(F)F)o1 | -5.8% | -4.3% | -0.4% | -0.229 | -0.276 | -0.35 | 0.703 | -4.4% | 8.9% | 32.0% | 4.0% | -4.2%
Cc1nc2ccccn2c1/C(O)=C1\C(=O)C(=O)N(CCN(C)C)C1c1cccnc1 (stereo not drawn) | 8.9% | 2.3% | 1.0% | -0.622 | -0.181 | -0.244 | 0.898 | -5.9% | -4.3% | 17.9% | 2.5% | -1.8%
COc1ccc(N(CC(=O)N2CCc3ccccc3C2)S(=O)(=O)c2ccccc2)cc1 | -6.1% | -9.4% | 0.6% | 0.0102 | -0.287 | 0.1 | 0.211 | -2.9% | 5.9% | -9.6% | 12.2% | 3.3%
Cc1cc(C)n(-c2nc(Nc3ccccc3C(F)(F)F)nc(-n3nc(C)cc3C)n2)n1 | 12.9% | 2.1% | -0.1% | 0.254 | -0.0211 | 0.0147 | 0.045 | 2.7% | 11.1% | 0.1% | 13.3% | 3.9%
CCOC(=O)N1CCN(C(=O)C(NC(=O)C2CCC(C)CC2)C(C)C)CC1 (stereo not drawn) | 6.5% | -31.3% | -0.1% | 0.763 | -0.321 | 0.487 | 0.211 | 1.6% | -4.0% | 6.9% | -3.7% | -3.9%
CC(C)COC(=O)n1c(SCC(N)=O)nc2ccccc21 | -2.3% | 7.1% | 0.3% | 2.2 | -0.214 | 1.03 | -1.32 | -1.3% | 4.0% | 4.2% | 10.4% | 19.1%
CCOc1ccc(CCNC(=O)c2ccc(C)c(N3CCCC3=O)c2)cc1OCC | -14.6% | -27.2% | -0.5% | 1.08 | 0.266 | 0.661 | -0.129 | -2.1% | -1.6% | 10.2% | 15.1% | -1.3%
Cc1cccc(NC(=O)C2Cc3ccccc3CN2C(=O)OCc2ccccc2)c1C (stereo not drawn) | 12.9% | -15.1% | -0.3% | 0.893 | -0.334 | -0.0439 | -0.146 | 2.6% | -1.2% | 2.4% | -6.9% | -0.7%
CCOC(=O)C(C)Sc1nnc(Cc2cc(=O)[nH]c(=O)[nH]2)n1-c1cccc(OC)c1 (stereo not drawn) | 13.8% | -21.6% | -0.1% | -0.887 | -0.28 | -0.5 | 0.912 | -3.3% | -0.7% | 17.7% | 0.2% | -0.1%
C=C(C)C(=O)Nc1nnc(-c2ccccc2C)s1 | 0.9% | 31.3% | -0.1% | -0.799 | -0.287 | -0.52 | 0.639 | nt | -1.6% | -21.2%[20 µM] | -28.3% | 1.4%

Rewritten with values ahead of the structure: part of the list above
M17LAP inhibition | NOD1 inhibition | GPR55 activation | Dynein cargo inh | Dynein cargo inh cytoplasmic EGFP | Dynein cargo inh nuclear GR-EGFP | Dynein cargo inh cell count | KOR beta-arrestin-1 | P. falciparum M1AAP | KOR beta-arrestin-2 | HEK293 NOD2/NF-kB | AID2073 | structure
0.0% | -32.0% | 0.1% | 0.852 | -0.335 | 0.72 | 0.0896 | -3.2% | 3.0% | 11.0% | 8.8% | 21.7% | Cc1cccc2nc3ccccc3nc12
9.0% | -18.7% | -0.3% | 0.831 | -0.233 | 0.209 | -0.0312 | 1.7% | 1.2% | 23.5% | 6.4% | 0.3% | O=C(NC(=S)Nc1ccc(S(=O)(=O)Nc2nccs2)cc1)c1ccc(F)c(F)c1
